Assay outcomes as filed in PubChem.
BH1578 lux ind = quorum light induction in luxS cqsA deficient V. cholerae; actives 0.16% (n = 350,000); AID 588436; activation, % at 18.7 µM; V. cholerae BH1578 lux reporter, luminescence, 6 h; in the data active = activation mostly above about 9.7%, no sharp cut-off; note: not every result past the cut was called active; inactives centre near 0; reference of the scale not given here
PfHsp40 rescue = compounds rescuing yeast from Plasmodium falciparum HSP40 toxicity | S. cerevisiae expressing PfHsp40, growth rescue, ATP luminescence | growth rescue, % at 12.5 µM | actives 0.68% (n = 340,000); in the data active = growth rescue above about 28%, passing the limit was not always enough;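 note: yeast W303a lacking pdr1 and pdr3 grown in galactose medium; growth measured after three days at 30 °C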
SSB-PriA inh = inhibitors of Klebsiella pneumoniae PriA binding to SSB C-terminal tail. AID 1272365. AlphaScreen SSBct-PriA binding, biotinylated peptide. inhibition, % at 33 µM. actives 0.6% (n = 430,000); in the data active = inhibition mostly above about 37%, no sharp cut-off; inactive = mostly below about 20%;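 note: plate controls were negative control peptide for no effect and reference peptide for full effect; strong numbers were not always called active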
SARS 3CLpro inh = SARS-CoV 3CLpro protease inhibition. P0C6X7. recombinant SARS-CoV 3CLpro, quenched FRET peptide cleavage. inhibition, % at 6 µM. actives 0.14% (n = 290,000); in the data active = inhibition above about 12%
Yp Topo-I inh = inhibitors of Yersinia pestis topoisomerase I. actives 0.064% (n = 360,000). activity, % at 10 µM. Y. pestis Topo-I cleavage product accumulation, plate reader; in the data active = activity above about 50%, passing the limit was not always enough; note: inactives centre near 2
Rv3671c inh = inhibits the M. tuberculosis serine protease Rv3671c. P9WHR9. inhibition, % at 5.96 µM. actives 0.048% (n = 320,000). AID 2606; in the data active = inhibition above about 38%;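 note: extracellular domain of Rv3671c used as enzyme; 0% = enzyme with DMSO and 100% = no enzyme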
Target sequence (P9WHR9 whole entry, looked up, the tested form may be a part): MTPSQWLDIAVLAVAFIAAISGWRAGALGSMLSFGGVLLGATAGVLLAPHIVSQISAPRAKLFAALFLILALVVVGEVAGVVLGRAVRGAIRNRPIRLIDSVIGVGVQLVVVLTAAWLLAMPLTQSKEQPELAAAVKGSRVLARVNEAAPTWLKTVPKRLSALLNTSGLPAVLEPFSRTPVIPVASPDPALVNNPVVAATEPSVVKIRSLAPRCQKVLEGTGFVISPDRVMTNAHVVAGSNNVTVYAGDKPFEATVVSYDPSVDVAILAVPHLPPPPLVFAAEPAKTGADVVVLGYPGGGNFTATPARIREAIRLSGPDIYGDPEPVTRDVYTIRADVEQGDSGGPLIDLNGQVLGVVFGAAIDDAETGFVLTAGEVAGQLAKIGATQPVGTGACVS
TcdB inh = blocks C. difficile toxin B glycohydrolase activity. P18177. TcdB glycohydrolase enzymatic assay, plate reader. inhibition, % at 9.99 µM. actives 0.24% (n = 350,000); in the data active = inhibition above about 10%
DUSP3 inh = blocks human VHR1 dual specificity phosphatase | P51452 | recombinant VHR phosphatase, pNPP absorbance | inhibition, % at 13.3 µM | actives 0.52% (n = 290,000) | AID 1654; in the data active = inhibition above about 50%; note: some compounds called inactive have numbers as strong as hits
Target sequence (P51452 whole entry, looked up): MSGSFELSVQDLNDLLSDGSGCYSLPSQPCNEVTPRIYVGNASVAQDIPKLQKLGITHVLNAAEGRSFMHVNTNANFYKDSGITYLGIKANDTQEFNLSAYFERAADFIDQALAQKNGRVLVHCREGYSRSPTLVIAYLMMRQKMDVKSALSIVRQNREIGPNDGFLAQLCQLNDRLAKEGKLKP
MazF activator = increases E. coli MazEF RNase cleavage of RNA. P0AE70. FAM/BHQ RNA-DNA oligo cleavage fluorescence, 5 h. activation, % at 20 µM. actives 0.32% (n = 350,000). AID 504720; in the data active = activation above about 50%
Target sequence (P0AE70 whole entry, looked up): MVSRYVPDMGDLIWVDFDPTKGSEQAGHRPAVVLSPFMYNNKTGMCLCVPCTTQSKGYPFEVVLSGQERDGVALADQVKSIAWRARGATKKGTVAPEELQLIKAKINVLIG
Anthrax LF inh2 = inhibitors of Bacillus anthracis lethal factor protease. inhibition, % at 10 µM. multiplex microsphere protease cleavage assay, LF. actives 0.12% (n = 360,000). P15917; in the data active = inhibition above about 30%; note: plate controls were buffer without enzyme for full effect and enzyme alone for no effect
Active calls of the source: *; i = inactive; nt = not tested or not shown; & = joins results of further samples. The list is partial. The share of hits here may be higher or lower than overall.

SMILES	BH1578 lux ind	PfHsp40 rescue	SSB-PriA inh	SARS 3CLpro inh	Yp Topo-I inh	Rv3671c inh	TcdB inh	DUSP3 inh	MazF activator	Anthrax LF inh2
O=C1NC(=O)C(C2CCCCCC2)C(=O)N1	-2.9	-1.1	-11	nt	1	nt	6.3	nt	8	-4
COc1ccc(CNC(=O)c2ccc(CS(=O)c3ccccc3)o2)cc1 (stereo unspecified)	i	0.6	0	-7	5	3	1.6	32	16	1
Cc1ccc(C(=O)NC(=S)NCC2CCCO2)cc1Br (stereo unspecified)	-0.3	3.5	5	4	17	0	2.2	15	-6	0
O=C(Nc1ccc(CN2CCOCC2)cc1)c1ccc(-c2ccc(Cl)cc2Cl)o1	-0.2	0.7	-8	4	0	-25	1.7	6	-7	-3
COc1cccc(C2CC(c3cccc(Br)c3)n3nc(N)nc3N2)c1 (stereo unspecified)	i	0.6	-18	-2	-3	-9	0.3	2	7	0
Cc1cccc(C(=O)NCC(=O)N2CCN(c3ccccn3)CC2)c1	i	-0.9	-13	nt	9	1	-0.3	nt	4	-1
O=C(CN1c2cccc3cccc(c23)S1(=O)=O)N1CCN(c2ccc(F)cc2)CC1	-2.5	0.8	-1	nt	43	1	0.5	nt	1	5
CCOc1ccc(OCC)c(NC(=O)C2CCCN(c3ncccn3)C2)c1 (stereo unspecified)	i	0.4	0	7	10	0	nt	4	-1	-6
COc1ccc2[nH]cc(CCN3C(=O)CCC3=O)c2c1	i	1.1	-5	-6	-6	0	nt	12	9	-1
C[C@H](CO)N1C[C@H](C)[C@@H](CN(C)C(=O)Nc2ccc(C(F)(F)F)cc2)Oc2ccc(NC(=O)CCC(F)(F)F)cc2C1=O	-1.0	-0.2	-2	nt	5	0	0.4	nt	5	-7
Cc1ccc(S(=O)(=O)CCC(=O)OCC(=O)NCc2ccc(F)cc2)cc1	1.5	nt	nt	nt	8	nt	-0.7	nt	-2	1
COCCC(=O)N1CCC(Oc2ccc(C(=O)NCCc3cn[nH]c3)cc2)CC1	i	-1.1	31	-1	-6	4	1.1	-6	-2	nt
Cc1cc(Nc2ncc(Cl)cc2Cl)n[nH]1	i	-0.7	-21	1	6	7	nt	4	-4	-5
COCc1nnc(NC(=O)c2ccco2)s1	i	0.0	-13	0	0	0	nt	-10	6	0
CSCC[C@H](NS(=O)(=O)c1ccc(C)cc1)C(=O)N1CCC(C(=O)N[C@H](C(=O)O)c2ccccc2)CC1	-0.3	0.1	-2	-2	2	4	0.9	20	-8	-4
CC(C)OC1CCCC(O)C1CC(=O)O (stereo unspecified)	0.0	-0.9	-16	2	7	-1	0.3	-1	5	-1
CC1(C(=O)Nc2ccc(Cl)c(Cl)c2)CCN1C(=O)CCC1CCCC1 (stereo unspecified)	i	nt	nt	nt	33	nt	0.6	nt	nt	-3
CC(=O)NN(O)C1N(C)C(=O)N(Cc2ccccc2)C1(C)C (stereo unspecified)	-0.5	0.2	-6	nt	-9	-13	2.4	nt	2	5
O=C(CSc1nc2ccccc2n1S(=O)(=O)c1cccc([N+](=O)[O-])c1)NCCc1ccccc1	-0.4	-1.6	-9	0	9	2	1.9	37	5	1
Cc1nnc2c(N(C)S(=O)(=O)c3ccccc3)nc3ccccc3n12	-0.3	-2.0	-3	0	1	-5	0.6	-7	1	-1
O=C(NC1Cc2ccccc2C1)c1cc(COc2cccc(C(F)(F)F)c2)on1	i	1.0	-5	4	34	1	0.4	4	2	0
COc1cc(OC)cc(-c2nc3ccccc3c(=O)n2OC(=O)c2ccc(Br)cc2)c1	i	0.4	11	3	13	4	0.4	15	17	0
C=CCN1C(=O)OC2(CCCCC2)C1(C)O (stereo unspecified)	i	0.5	-4	0	2	-2	nt	8	5	-6
CCOC(=O)C1CCN(c2c(NCCCN(CC)Cc3ccccc3)c(=O)c2=O)CC1	-0.6	-2.0	-16	4	-9	1	nt	11	0	-3
O=C(Cc1ccccc1)N/N=C/C=C/c1cccc([N+](=O)[O-])c1	i	-2.1	nt	-4	5	-9	nt	29	3	1
CCNC(=O)CC1C(=O)N(CC)C(=S)N1NC(=O)c1ccccc1 (stereo unspecified)	-0.7	nt	0	0	-1	-5	1.4	10	2	0
CCCCc1ccc(/C=C2\C(=O)ON=C2c2ccccc2)s1	i	0.2	2	2	2	-13	-0.4	-11	-8	-1
CCOc1ccc(C(F)(F)F)cc1NC(=O)c1ccc(OC)c([N+](=O)[O-])c1	-0.5	0.4	-3	3	4	0	0.1	22	13	0
CC(=O)Nc1ccc(NC(=O)CSCCc2ccccn2)cc1	-0.2	0.0	-6	6	11	1	nt	17	-1	0
CC(=O)N1CCN=C1SCc1cccc(C)c1	-1.0	-0.6	-13	3	7	7	1.7	10	2	0
COc1ccc(/C=N/OCC(=O)N=Nc2c(O)[nH]c3ccc(Br)cc23)cc1	-0.2	0.5	nt	2	4	-6	2.6	25	-5	-1
O=C(O)c1ccccc1-c1ccccc1C(=O)NCc1cccnc1	-0.1	0.7	-8	3	-13	-7	0.7	8	10	4
c1cnc2c(C3NCCc4c3[nH]c3ccccc43)cccc2c1 (stereo unspecified)	-0.4	-0.1	15	-6	2	7	nt	16	9	-3
O=C(NCCN1CCOCC1)c1cccc(S(=O)(=O)N2CCCC2)c1	-0.8	-0.9	0	-4	8	nt	-2.3	30	6	1
N=c1sccn1Cc1ccc(Cl)cc1Cl	-0.2	-0.9	-4	-6	-5	3	nt	-4	3	1
Cc1c(Cl)cccc1NC(=O)CCCn1cnc([N+](=O)[O-])n1	-0.2	0.1	-3	-1	-11	4	0.9	12	6	4
CC(NC(=O)c1ccccc1NC(=O)c1ccco1)C(=O)O (stereo unspecified)	-0.3	-0.8	-3	3	0	4	nt	-9	-3	-8
Oc1ccc2c3c1O[C@H]1[C@@H](O)CC[C@@]4(O)[C@@H](C2)N(CC2CCC2)CC[C@]314	-0.3&-0.6	-0.9&-0.9	8	nt	-15&2	-1&5	2.7&0.5	nt	6&10	-4&-13
CC(NC(=O)c1c(Cl)cnn1C)C1CCCO1 (stereo unspecified)	-2.3	-0.9	2	3	6	0	0.0	0	7	0
O=C(COc1ccccc1)NC1CCSC1=O (stereo unspecified)	-0.5	-0.1	-4	4	2	0	0.6	11	-6	-2
CC(=O)c1cccc(NC(=O)C2(C)Cc3c(-c4cccc(C(F)(F)F)c4)ccnc3O2)c1 (stereo unspecified)	-0.3	nt	nt	nt	6	nt	0.9	nt	nt	-4
CCOC(=O)CC(=O)CSc1[nH]c(=O)cc(C)c1C#N	i	0.5	-2	8	9	3	nt	-2	-2	0
C/C(=N\N=C1\NC(=O)C(CC(=O)Nc2ccc(Cl)cc2)S1)c1ccco1 (stereo unspecified)	4.0	0.0	nt	5	0	-3	0.3	29	-4	0
CN(C)CCCNC(=O)C[C@H]1C[C@H](C(=O)N2CCOCC2)[C@@]2(C)c3[nH]c4cc(CCC(=O)N(C)C)ccc4c3CCN2C1=O	i	-1.7	-1	nt	-4	nt	1.5	nt	4	0
O=[N+]([O-])c1ccc(N2CCN(c3ccc([N+](=O)[O-])cc3CO)CC2)c(CO)c1	-0.6	0.9	2	-3	-6	-11	-0.4	2	-1	-4
COC(=O)c1cccc(C23CC4(C2)[C@H](CN(C)[C@@H]4c2ccccc2)C3c2ccc(C(F)(F)F)cc2)c1 (stereo partly specified)	-11	1.0	22	nt	-1	-5	0.2	4	-1	-7
Cc1cc(/C=N/Nc2ccc([N+](=O)[O-])cn2)c(C)n1-c1ccc(C(=O)O)cc1	-0.3	-1.5	nt	1	2	-6	-0.1	-10	11	-2
Cc1ccc(C(=O)CSc2nnc(-c3ccccc3)n2-c2ccccc2)o1	i	0.8	-10	-5	16	2	nt	-8	4	0
CC1CCN(S(=O)(=O)c2cccc(S(=O)(=O)N3CCCC3)c2)CC1	i	-1.0	-6	0	11	3	0.3	-4	7	-2
Cc1ccccc1N=C1SCCN1C(=O)CN1C(=O)NC2(CCCC2)C1=O	i	-0.1	2	nt	10	17	-0.7	nt	-1	-2
Cc1ccccc1Cn1c(C)c(C(=O)NCC(C)C)sc1=O	-0.4	nt	nt	nt	-7	nt	0.3	nt	nt	0
COc1ccc(CCNS(=O)(=O)CCNC(=O)c2ccccc2)cc1	-0.8	-0.6	6	nt	-4	-4	2.8	nt	9	4
O=C(CSc1nnc(NC(=O)c2ccc3c(c2)OCO3)s1)NCc1ccco1	-1.0	-0.6	4&-6	4	6	-33	-0.2	17	-2	-1
O=Cc1cn(Cc2cccc([N+](=O)[O-])c2)c2ccccc12	-0.4	4.3	2	0	-3	-7	1.2	5	-12	-1
Cc1ccc(NC(=O)CCc2c(C)nn(-c3ccc(N4CCCCC4)nn3)c2C)cc1	-2.5	1.5	1	-2	13	2	0.5	18	5	0
CCOC(=O)[C@]12Cc3c(cc(OC)c(OC)c3OC)[C@H]1N(Cc1ccccc1)C(=O)c1ccccc12	1.2	0.0	3	nt	20	nt	2.1	nt	-4	-3
O=C(O)c1ccc(-c2ccccc2Cl)o1	8.3	1.1	-22	-2	1	2	nt	nt	3	-2
COC(=O)c1cccc(C#CC(NP(=O)(c2ccccc2)c2ccccc2)c2ccccc2)c1 (stereo unspecified)	-2.1	-0.8	-16	nt	45	-18	0.3	15	-2	-5
CC(CNc1nc2ccccc2n2cnnc12)c1ccccc1 (stereo unspecified)	0.4	-0.3	4	4	11	3	1.3	21	-10	-3
Cc1cc(C(C)(C)C)oc1C(=O)N(CC(=O)NC1CCCC1)c1ccc(F)cc1	i	15	-5	1	22	-1	1.6	3	0	-2

Of the compounds above, seven contain an NH in an aromatic ring:
SMILES	BH1578 lux ind	PfHsp40 rescue	SSB-PriA inh	SARS 3CLpro inh	Yp Topo-I inh	Rv3671c inh	TcdB inh	DUSP3 inh	MazF activator	Anthrax LF inh2
COc1ccc2[nH]cc(CCN3C(=O)CCC3=O)c2c1	i	1.1	-5	-6	-6	0	nt	12	9	-1
COCCC(=O)N1CCC(Oc2ccc(C(=O)NCCc3cn[nH]c3)cc2)CC1	i	-1.1	31	-1	-6	4	1.1	-6	-2	nt
Cc1cc(Nc2ncc(Cl)cc2Cl)n[nH]1	i	-0.7	-21	1	6	7	nt	4	-4	-5
COc1ccc(/C=N/OCC(=O)N=Nc2c(O)[nH]c3ccc(Br)cc23)cc1	-0.2	0.5	nt	2	4	-6	2.6	25	-5	-1
c1cnc2c(C3NCCc4c3[nH]c3ccccc43)cccc2c1 (stereo unspecified)	-0.4	-0.1	15	-6	2	7	nt	16	9	-3
CCOC(=O)CC(=O)CSc1[nH]c(=O)cc(C)c1C#N	i	0.5	-2	8	9	3	nt	-2	-2	0
CN(C)CCCNC(=O)C[C@H]1C[C@H](C(=O)N2CCOCC2)[C@@]2(C)c3[nH]c4cc(CCC(=O)N(C)C)ccc4c3CCN2C1=O	i	-1.7	-1	nt	-4	nt	1.5	nt	4	0
